High-throughput results from PubChem BioAssay.
S100A4 inh HTS – inhibitors of human S100A4 binding to myosin IIA peptide. S100A4/TAMRA-MyoIIA peptide fluorescence polarization. P26447. hit rate 0.14% among 360,000. inhibition, % at 10.7 µM;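 active = mean inhibition of at least 70% across replicates, with every replicate also reaching that level; inconclusive = mean inhibition reaches 70% but some replicates fall short; inactive = mean inhibition below 70%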
Target sequence (P26447 whole entry, looked up): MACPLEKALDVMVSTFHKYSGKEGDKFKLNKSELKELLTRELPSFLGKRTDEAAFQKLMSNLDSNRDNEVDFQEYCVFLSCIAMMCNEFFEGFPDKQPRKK
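Test system: S100A4 monomer protein; Medium: HEPES pH 7.2 with CaCl2, KCl, NaCl, DTT, Triton; Probe or stimulus: TAMRA-labelled myosin IIA heavy-chain peptide probe, 5 nM; Doses: one dose per compound; Times: polarization read 5 min after assay mix addition, stable 5–60 min; Benchmarks: neutral control DMSO, positive control TFP.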
PglD DTNB – inhibitors of Campylobacter jejuni PglD acetyltransferase; purified PglD enzyme, DTNB colorimetric CoA detection; inhibition, % at 12.5 µM; hit rate 0.098% among 360,000; in the data active = inhibition above about 16%, passing the limit was not always enough; inconclusive = no clear call, values can overlap the other calls; also: strong numbers were not always called active
SIRT5 inh – blocks human SIRT5 desuccinylation of peptide; Q9NXA8; hit rate 1.1% among 330,000; Purified SirT5, succinyl-peptide AMC, trypsin-coupled fluorescence; inhibition, % at 15 µM; in the data active = inhibition above about 15%; inconclusive = no clear call, values can overlap the other calls
Target sequence (Q9NXA8 whole entry, looked up): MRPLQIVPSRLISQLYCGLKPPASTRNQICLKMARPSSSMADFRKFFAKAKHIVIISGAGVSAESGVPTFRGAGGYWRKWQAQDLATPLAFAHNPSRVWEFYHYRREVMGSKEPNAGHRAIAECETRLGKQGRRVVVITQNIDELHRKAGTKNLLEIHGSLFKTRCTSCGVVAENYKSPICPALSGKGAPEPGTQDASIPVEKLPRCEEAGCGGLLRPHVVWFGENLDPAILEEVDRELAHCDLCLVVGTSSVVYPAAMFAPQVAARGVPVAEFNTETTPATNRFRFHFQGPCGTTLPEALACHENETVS
E-selectin induc – induces E-selectin expression in human endothelial cells | P16581 | HUVEC E-selectin immunofluorescence imaging; normalized: neutral wells 0, TNF-alpha wells 100 | activation, % at 7.58 µM | hit rate 0.37% among 260,000 | AID 686992;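 active = mean E-selectin-positive cell signal at least 10% of the positive control, reached in at least 60% of replicates, without over 20% cell loss; inconclusive = no rule given, readout overlaps actives, possibly toxicity-flagged; inactive = the rest, including those meeting only one limit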;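 also: in these data hits start at about 27%; measured in HUVEC primary endothelial cells; signal is the percent of cells scored E-selectin positive by PE staining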
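Test system: HUVEC; input: 3,000 HUVEC/well; measured by: immunofluorescence imaging; read-out: % PE-positive cells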
Statin myotox sup – suppression of simvastatin myotoxicity; rescue of ATP level, % at 7.49 µM; hit rate 0.78% among 330,000; C2C12 myotubes + simvastatin, ATP luminescence, 48 h; scaled: DMSO 0, geranylgeraniol control 100;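 active = mean ATP rescue above about 67%, or every replicate alone reaching that limit, limit read from the data, passing the limit was not always enough; inconclusive = no clear call, values can overlap the other calls; inactive = mean under the limit and some replicate under it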;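 also: myotubes were challenged with 10 µM simvastatin during compound exposure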
ERp5 block – ERp5 (human) disulfide isomerase inhibition | Q15084 | ERp5 insulin aggregation, absorbance 650 nm, 90 min | inhibition, % at 9.99 µM | hit rate 0.05% among 350,000 | AID 651711;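 active = mean replicate inhibition above about 25%, with every replicate also reaching it, limit read from the data, passing the limit was not always enough; inconclusive = only one of those two criteria met; inactive = neither criterion met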
Target sequence (Q15084 whole entry, looked up): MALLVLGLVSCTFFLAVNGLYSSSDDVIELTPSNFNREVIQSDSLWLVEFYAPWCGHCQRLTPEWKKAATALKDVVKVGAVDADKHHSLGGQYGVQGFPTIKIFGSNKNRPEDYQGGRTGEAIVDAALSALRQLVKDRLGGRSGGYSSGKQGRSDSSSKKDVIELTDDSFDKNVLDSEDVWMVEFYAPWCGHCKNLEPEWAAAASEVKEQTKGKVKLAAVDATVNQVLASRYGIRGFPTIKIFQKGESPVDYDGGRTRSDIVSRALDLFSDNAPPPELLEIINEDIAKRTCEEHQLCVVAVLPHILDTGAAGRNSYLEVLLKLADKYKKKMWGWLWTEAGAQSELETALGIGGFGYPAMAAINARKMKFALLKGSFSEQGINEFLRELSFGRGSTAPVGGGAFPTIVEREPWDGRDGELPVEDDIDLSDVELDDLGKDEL
DENV2 CPE – DENV2-induced cell death inhibition; hit rate 1.7% among 350,000; DENV2-infected cells, cytopathic effect rescue, plate reader; CPE inhibition, % at 9.99 µM; in the data active = CPE inhibition above about 20%, passing the limit was not always enough; inconclusive = no clear call, values can overlap the other calls; tested in BHK-21 cells;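 also: 0% = median of neutral control wells and 100% = median of positive control wells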
Starred values were filed as active, the others as inactive; ? = inconclusive; nt = not tested or not shown. This is a subset (hit frequency here may not be typical).

1) COCCSc1nc(N)c(NC(=O)c2ccco2)c(=O)[nH]1
2) C/C=C/c1cnc2c(c1)C(=O)N([C@H](C)CO)C[C@H](C)[C@H](CN(C)Cc1ccccc1)O2
3) C[C@H](CO)N1C[C@H](C)[C@H](CN(C)C(=O)Nc2cccc(Cl)c2Cl)OCc2ccccc2-c2ccccc2C1=O
4) CCCCS(=O)(=O)Nc1ccc(N2CCOCC2)c(S(=O)(=O)N2CCOCC2)c1
5) Cc1ccc2c(=O)cc(C(=O)NC3CCS(=O)(=O)C3)oc2c1 (stereo not given)
6) COc1cccc(CNS(=O)(=O)c2cc(Br)ccc2Br)c1
screen / no.	1	2	3	4	5	6
S100A4 inh HTS	-3	-3	1	0	-2	-3
PglD DTNB	2	-2	nt	5	-1	-4
SIRT5 inh	0	-4	11	-7	-5	-5
E-selectin induc	nt	0.4	0.0	-0.3	nt	-0.4
Statin myotox sup	2	-1	nt	-5	1	1
ERp5 block	-5	0	2	3	-3	0
DENV2 CPE	-6	8	-4	20	-5	6

7) Cc1noc(C)c1NC(=O)N(C)C[C@@H]1Oc2ccc(N(C)C)cc2CC(=O)N([C@H](C)CO)C[C@@H]1C
8) COCCN1C(=O)N(c2ccc(OC)cc2)C(=O)C1CC(=O)Nc1cccc(F)c1 (stereo not given)
9) CO[C@@H]1CN(C)C(=O)c2ccc(NC(=O)c3ccccn3)cc2OC[C@@H](C)N(C(=O)C2CCC2)C[C@H]1C
10) COc1ccc2oc(=Nc3cc(F)ccc3F)c(C(N)=O)cc2c1
11) CCCN(C)C[C@H]1Oc2cc(C#CC3(O)CCCC3)ccc2S(=O)(=O)N([C@H](C)CO)C[C@H]1C
12) CC(C)(C)n1nc2c(c1NC(=O)COc1ccc(Cl)cc1)CS(=O)(=O)C2
screen / no.	7	8	9	10	11	12
S100A4 inh HTS	13	10	-12	15	18	0
PglD DTNB	3	4	0	nt	0	nt
SIRT5 inh	-5	0	nt	-1	6	nt
E-selectin induc	0.0	nt	nt	0.6	-0.1	11
Statin myotox sup	3	-17	0	nt	-4	nt
ERp5 block	0	2	-6	2	6	0
DENV2 CPE	7	-2	?	-3	8	2

13) CO[C@@H]1CN(C)C(=O)c2ccc(NC(=O)C3CCOCC3)cc2OC[C@@H](C)N(Cc2nccs2)C[C@H]1C
14) C[C@H](CO)N1C[C@H](C)[C@@H](CN(C)C(=O)c2cccc(F)c2)Oc2cc(-c3ccncc3)ccc2S1(=O)=O
15) C[C@H]1CN([C@@H](C)CO)C(=O)c2cc(NC(=O)Nc3ccc(F)cc3)ccc2O[C@@H]1CN(C)C(=O)Nc1ccc2c(c1)OCO2
16) CCCCC(=O)OCC(=O)c1[nH]c(C)c(C(=O)OCC)c1C
17) COc1ccc(Br)cc1/C=N/Nc1ccc(S(=O)(=O)Nc2ccccc2C(=O)O)cc1[N+](=O)[O-]
18) CCCS(=O)(=O)Nc1ccc(Nc2c3ccccc3nc3ccccc23)c(OC)c1
screen / no.	13	14	15	16	17	18
S100A4 inh HTS	49	4	5	-7	-12	2
PglD DTNB	3	-3	nt	0	0	nt
SIRT5 inh	3	-3	-4	4	47*	nt
E-selectin induc	0.0	-0.3	0.0	nt	-1.4	0.1
Statin myotox sup	-34	-23	6	7	-4	nt
ERp5 block	2	-3	13	-1	-6	-4
DENV2 CPE	8	-2	8	-6	5	1

19) CN(n1cnc2ccccc2c1=O)S(C)(=O)=O
20) CN(CCc1ccccc1)C(=O)c1cccc(NC(=O)Cc2ccc([N+](=O)[O-])cc2)c1
21) CN(C)C(=O)c1cccc(-c2ccc([C@@H]3[C@H]4CN(Cc5cccnc5)CCCCN4[C@H]3CO)cc2)c1
22) O=C(O)C1Sc2[nH]c(=O)sc2C2c3cc(Br)ccc3OC(=O)C12 (stereo not given)
23) COc1ccc(Cc2nc3ccc(C(=O)N4CCOCC4)cc3o2)cc1
24) CCN(CC)C(=O)c1ncn2c1C(=O)NC[C@@H]2C
screen / no.	19	20	21	22	23	24
S100A4 inh HTS	15	-4	-7	-6	-1	-2
PglD DTNB	4	-2	-1	nt	3	nt
SIRT5 inh	3	nt	-3	-1	-4	2
E-selectin induc	nt	0.0	-0.5	nt	-0.3	nt
Statin myotox sup	4	14	nt	nt	-4	nt
ERp5 block	-2	2	-2	2	-10	-2
DENV2 CPE	-3	-3	10	-5	-6	0

25) Cc1ccc(Cn2cc(CN3CC(N4CCN(C)CC4)CS3(=O)=O)nn2)cc1 (stereo not given)
26) Cc1nnc(NC(=O)CSc2n[nH]c(-c3ccccc3)n2)s1
27) COc1cc(OC)c2c(-c3ccccc3)cc(=O)oc2c1
28) Cc1ccc(S(=O)(=O)Nc2ccc3c(c2)C(=O)N([C@@H](C)CO)C[C@@H](C)[C@H](CN(C)C(=O)CCCN(C)C)OCCCC[C@@H](C)O3)cc1
29) O=C(COC(=O)CNS(=O)(=O)c1cccc(F)c1)NCCc1ccccc1
30) CNC[C@@H]1Oc2ccc(NC(=O)Nc3c(C)noc3C)cc2C(=O)N([C@@H](C)CO)C[C@H]1C
screen / no.	25	26	27	28	29	30
S100A4 inh HTS	1	-3	-20	-3	3	7
PglD DTNB	nt	nt	7	-3	0	3
SIRT5 inh	4	5	nt	-2	-1	0
E-selectin induc	3.9	-0.4	nt	nt	0.7	0.1
Statin myotox sup	nt	nt	5	nt	11	-1
ERp5 block	-3	0	4	1	-12	2
DENV2 CPE	-8	10	-11	-3	12	?

In a second layout: 3 of the compounds above.
| # | Molecule | S100A4 inh HTS | PglD DTNB | SIRT5 inh | E-selectin induc | Statin myotox sup | ERp5 block | DENV2 CPE |
| --- | --- | --- | --- | --- | --- | --- | --- | --- |
| 26 | Cc1nnc(NC(=O)CSc2n[nH]c(-c3ccccc3)n2)s1 | -3 | nt | 5 | -0.4 | nt | 0 | 10 |
| 27 | COc1cc(OC)c2c(-c3ccccc3)cc(=O)oc2c1 | -20 | 7 | nt | nt | 5 | 4 | -11 |
| 28 | Cc1ccc(S(=O)(=O)Nc2ccc3c(c2)C(=O)N([C@@H](C)CO)C[C@@H](C)[C@H](CN(C)C(=O)CCCN(C)C)OCCCC[C@@H](C)O3)cc1 | -3 | -3 | -2 | nt | nt | 1 | -3 |

New compounds follow.
31) O=C1CCC(C(=O)N2CCCCCC2)CN1CCc1ccc(Cl)cc1 (stereo not given)
32) CCOC(=O)C1=C(C)NC(=O)NC1c1c(O)ccc2ccccc12 (stereo not given)
33) NS(=O)(=O)c1ccc(N2N=C(c3ccccc3)CC2c2ccc(Br)cc2)cc1 (stereo not given)
34) C[C@@H]1CN([C@@H](C)CO)C(=O)Cc2cc(NC(=O)Cc3cn(C)c4ccccc34)ccc2O[C@H]1CN(C)C(=O)Nc1ccccc1
35) O=C(CSc1nnc(C2COc3ccccc3O2)o1)Nc1ccc(F)cc1Cl (stereo not given)
36) Cn1cc(C(=O)N2CCc3ccccc3C2)c(=O)c2cc(S(=O)(=O)N3CCOCC3)ccc21
screen / no.	31	32	33	34	35	36
S100A4 inh HTS	-7	7	-15	-4	-6	-1
PglD DTNB	8	-1	-4	3	nt	-3
SIRT5 inh	13	-2	-4	1	3	-1
E-selectin induc	-0.1	-0.3	nt	0.1	nt	nt
Statin myotox sup	2	17	34	2	-5	1
ERp5 block	-2	-4	1	2	-7	1
DENV2 CPE	2	8	-4	-5	0	-2

37) O=[N+]([O-])c1ccc(OCCCn2cncn2)cc1
38) CCc1ccc(OCC(=O)N/N=C/c2cc([N+](=O)[O-])ccc2N2CCOCC2)cc1
39) C[C@H](NC(=O)c1ccc2c(c1)OCO2)c1nnc2ccccn12
40) COc1ccc(CNC(=O)CN(Cc2ccco2)C(=O)CNS(=O)(=O)c2ccc(C)cc2)cc1
41) COC(=O)[C@]12CCCCC=C1N(Cc1ccc3c(c1)OCO3)C(=O)[C@H](CC(=O)NCc1ccc(OC)c(OC)c1)C2
42) CCCc1cc(=O)[nH]c(SCC(=O)NC2CC2)n1
screen / no.	37	38	39	40	41	42
S100A4 inh HTS	-1	2	-2	-14	-6	-1
PglD DTNB	-10	3	5	1	nt	-1
SIRT5 inh	-4	-2	11	-4	-2	-2
E-selectin induc	nt	nt	nt	0.6	0.3	0.4
Statin myotox sup	1	nt	12	5	nt	6
ERp5 block	5	-3	-2	1	-4	-2
DENV2 CPE	-3	?	nt	2	-2	?

43) CCOC(=O)CC(=O)CSc1ccc2nnc(-c3ccccc3)n2n1
44) Cc1cc(C)cc(NC(=S)/C(=C(\[O-])c2ccc(Cl)s2)[n+]2cccc(C)c2)c1
45) CCN(CC)C(=S)NC(=O)c1ccc(F)cc1
46) C[C@@H]1CCCCO[C@H](CN(C)CC2CC2)[C@H](C)CN([C@@H](C)CO)C(=O)c2cc(NS(=O)(=O)c3ccc(Cl)cc3)ccc2O1
47) CN(CCO)c1ccc(-c2nn(C)c(=O)c3ccccc23)cc1[N+](=O)[O-]
48) O=C(COc1coc(CN2CCc3ccccc3C2)cc1=O)Nc1cccc([N+](=O)[O-])c1
screen / no.	43	44	45	46	47	48
S100A4 inh HTS	-3	29	-2	1	-3	1
PglD DTNB	0	nt	2	0	nt	-7
SIRT5 inh	8	-2	-4	-4	-5	-5
E-selectin induc	nt	0.2	-2.0	0.7	nt	-0.9
Statin myotox sup	-10	nt	-3	nt	nt	2
ERp5 block	-1	-4	3	6	-2	-5
DENV2 CPE	-5	3	-7	-2	-3	-2

49) CC(=O)Nc1ccc(C2NC(=O)CCC2[N+](=O)[O-])cc1 (stereo not given)
50) O=C(CN1CCOCC1)N[C@H]1CC[C@@H](CCn2cc(C3CCCC3)nn2)O[C@@H]1CO
51) O=C(CCNC(=O)c1ccccc1Cl)Nc1nc2ccc(F)cc2s1
52) CC(C)NC(=O)N(C)C[C@@H]1Oc2cc(C#C[C@@H](C)O)ccc2S(=O)(=O)N([C@H](C)CO)C[C@H]1C
53) CCOc1ccccc1NC(=O)/C=C/C(N)=O
54) O=C(c1cnc2sccn2c1=O)N1CCCc2ccccc21
55) COc1ccc(-c2nnc3ccc(SCC(=O)Nc4cc(C)on4)nn23)cc1OC
56) CCCN(CCC)C(=O)c1oc2ccccc2c1NC(=O)Cc1cccc(OC)c1
57) C[C@@H]1CN([C@H](C)CO)C(=O)Cc2cc(NC(=O)Nc3ccccc3)ccc2O[C@@H]1CN(C)S(=O)(=O)c1cn(C)cn1
screen / no.	49	50	51	52	53	54	55	56	57
S100A4 inh HTS	3	-3	-2	3	-3	3	2	0	-3
PglD DTNB	8	nt	nt	-3	1	-1	3	-3	-1
SIRT5 inh	0	1	-4	-3	-3	3	-4	0	-2
E-selectin induc	0.3	0.1	-0.4	0.7	nt	0.0	0.4	0.2	1.0
Statin myotox sup	1	nt	3	22	-22	7	6	-4	15
ERp5 block	3	6	5	-2	5	-12	1	1	-3
DENV2 CPE	-6	0	11	0	0	-7	1	3	6
